# Bioassay records: PubChem BioAssay, Broad Institute
# C2C12 statin: suppression of simvastatin myotoxicity | C2C12 myotubes + simvastatin, ATP luminescence, 48 h; scaled: DMSO 0, geranylgeraniol control 100 | rescue of ATP level, % at 7.49 µM | 0.78% of 330,000 active | AID 602340;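 active means mean ATP rescue above about 67%, or every replicate alone reaching that limit, limit read from the data, passing the limit was not always enough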;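 further: myotubes were challenged with 10 µM simvastatin during compound exposure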
# Cneo AK release: Cryptococcus neoformans lysis via adenylate kinase release. C. neoformans lysis, adenylate kinase release luminescence, 4 h; normalised: neutral wells 0, clomiphene wells 100. lysis activity, % at 15 µM. 0.2% of 360,000 active;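 active means mean lysis activity across replicates of at least 80%, whatever share of replicates individually reach that level; inactive means mean lysis activity below 80%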
#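 Signal: Adenylate kinase release luminescence | Assay system: Log-phase Cryptococcus neoformans yeast cells | Input: Cells at 5 × 10^6 per mL | Buffer or medium: Fresh YPD growth medium | Compound: Single dose | Schedule: Static 4 h at 37 °C with compound, 1 h detection | Controls: Clomiphene | Read-out: Luminescence rise reflecting yeast cell lysis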
# PGC1a acetyl inh: modulators of PGC1a acetylation | inhibition, % at 15.6 µM | AID 651687 | U2OS PGC1a acetylation, AlphaScreen anti-acetyl-lysine; with virally co-expressed GCN5 acetyltransferase | 0.17% of 350,000 active;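 active means every replicate shows inhibition of at least 40%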;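 further: 0% = neutral control wells and 100% = positive control wells; some results beyond the cut were filed as inactive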
# Starred values were filed as active, the others as inactive.
entry	smiles	C2C12 statin	Cneo AK release	PGC1a acetyl inh
1	Cc1ccc(/C=N/n2c(-c3cccs3)n[nH]c2=S)cc1	7	15	-9
2	CCCC12CN3CC(CCC)(CN(C1)C3C(O)C(O)C(O)CO)C2=O (centres undefined)	-4	0	-7
3	Cc1sc2ncnc(N3CCOCC3)c2c1C	-14	-1	18
4	Cc1nc(-n2[nH]c3c(c2=O)CCCC3)[nH]c(=O)c1Cc1ccccc1	21	1	11
5	C=CCn1c(SCC(=O)Nc2nc3ccccc3s2)nnc1-c1ccccc1O	1	0	4
6	CCOC(=O)c1c(C)nc(-c2ccccc2)nc1NC(C)=O	1	-5	4
7	COc1cccc(C(=O)c2sc(NC(C)C)nc2N)c1	-1	-1	-34
8	Cc1ccc(S(=O)(=O)Oc2cccc(N3C(=O)C4CC=CCC4C3=O)c2)cc1 (centres undefined)	-4	0	14
9	COc1ccccc1NC(=O)N1CCN(c2ccccc2F)CC1	-3	13	-1
10	COc1cc2c(cc1OC)C1=C(C#N)CC/C(=N\S(=O)(=O)c3cccc(Cl)c3)N1CC2	3	0	37
11	FC(F)(F)c1cc(-c2ccco2)nc(NCc2ccc(Cl)cc2)n1	9	6	-12
12	O=C(NCc1ccco1)C1CCCN(S(=O)(=O)c2cccc3nsnc23)C1 (centres undefined)	8	0	7
13	NC(=O)C1(N2CCCCC2)CCN(C(=O)NC2CCCCC2)CC1	2	-1	6
14	CC(C(=O)O)N1C(=O)/C(=C/C=C/c2ccco2)SC1=S (centres undefined)	-17	-2	-2
15	O=C(CCCOc1ccccc1)NCC1CCCO1 (centres undefined)	-4	2	0
16	Cc1ccc2c(c1)c1c(n2CC2COC(C)(C)O2)C(=O)CCC1 (centres undefined)	8	-1	-1
17	CSc1nnc2c(n1)OC=Nc1ccccc1-2	2	0	8
18	COc1ccc(C(CNC(=O)c2cc(=O)[nH]c3ccccc23)N2CCCC2)cc1 (centres undefined)	4	8	7
19	O=C(c1ccccc1)N(Cc1ccco1)C1CCS(=O)(=O)C1 (centres undefined)	7	5	2
20	CC1=NNC(=O)/C1=C\c1cn(-c2ccccc2)nc1-c1ccc(F)cc1	11	-2	24
21	O=C(C1CCCCC1)N1CCC(c2nc3ccccc3[nH]2)CC1	2	0	1
22	CCCCNC(=O)C1CCN(C/C(C)=C/c2ccccc2)CC1	15	1	0
23	Cc1cc(C)c(S(=O)(=O)NCC2CCC(C(=O)NCCCN3CCOCC3)CC2)c(C)c1 (centres undefined)	-12	1	-5
24	CC(=O)N(Cc1ccco1)C1(C(=O)NC2CCCC2)CCCCC1	-13	0	0
25	COc1ccccc1C(=O)Nc1nc2ccc(S(C)(=O)=O)cc2s1	-12	-1	1

# Ordered by length of the SMILES (smallest number first): five of the compounds above.
entry	smiles	C2C12 statin	Cneo AK release	PGC1a acetyl inh
3	Cc1sc2ncnc(N3CCOCC3)c2c1C	-14	-1	18
9	COc1ccccc1NC(=O)N1CCN(c2ccccc2F)CC1	-3	13	-1
21	O=C(C1CCCCC1)N1CCC(c2nc3ccccc3[nH]2)CC1	2	0	1
14	CC(C(=O)O)N1C(=O)/C(=C/C=C/c2ccco2)SC1=S (centres undefined)	-17	-2	-2
5	C=CCn1c(SCC(=O)Nc2nc3ccccc3s2)nnc1-c1ccccc1O	1	0	4

# (further entries)
entry	smiles	C2C12 statin	Cneo AK release	PGC1a acetyl inh
26	O=C(OCc1ccccc1)C1CCCN1C(=O)c1cccs1 (centres undefined)	-7	-3	-1
27	O=C(NCc1cccnc1)c1cc(-c2cccs2)on1	-13	-5	11
28	COc1cccc(N=c2oc3ccccc3cc2-c2nc3ccccc3[nH]2)c1	-15	0	-8
29	CC(C)c1nnc(NC(=O)CSc2nc3ccccc3s2)s1	-2	8	11
30	O=C(NCCC1=CCCCC1)C1CCN(Cc2cnn(-c3ccccc3)c2-n2cccc2)CC1	-22	1	9
31	CCCCNC(=O)NS(=O)(=O)c1ccc(NS(=O)(=O)c2ccccc2)cc1	6	-5	4
32	O=C(CSc1nc2ccccc2o1)Nc1ccc(N2CCOCC2)cc1	-7	-2	-8
33	COc1ccc(C(=O)NC(C)c2nnc(SCc3ccc(Cl)c(Cl)c3)n2C)cc1 (centres undefined)	-4	0	-2
34	CC(C)CC(c1nnnn1Cc1ccccc1)N1CCC(C(N)=O)CC1 (centres undefined)	6	2	5
35	Cc1ccc(CNC(=O)C2(C)Oc3ccccc3NC2=O)cc1 (centres undefined)	3	0	-19
36	Cc1ccccc1C(=O)NC1CCN(C(=O)N(c2ccccc2)c2ccccc2)CC1	21	-1	-7
37	COc1ccc(S(=O)(=O)n2nc(OC(=O)c3ccccc3)cc2N)cc1	0	-19	3
38	Cc1cc(NCCOCCO)n2ncc(-c3ccc(Cl)cc3)c2n1	-17	-11	5
39	OC1(CN2CCOCC2)C2CN3CCN(C2)CC1(c1ccccc1)C3 (centres undefined)	-3	0	11
40	O=C(C1=C(O)C(=O)N(c2ncccn2)C1c1ccc(Cl)c(Cl)c1)c1ccco1 (centres undefined)	-6	14	-6
41	CO/N=C(/CS(=O)(=O)Cc1ccccc1Cl)c1ccc(Cl)cc1Cl	-14	-2	-27
42	O=C(NCCCCCCNC(=O)c1ccc(Br)s1)c1ccc(Br)s1	-10	1	2
43	CCn1c(C)c(C(C)=O)c(N2CCCCC2)nc1=S	79*	8	8
44	CC(NC(=O)C1CCC1)c1ccccc1 (centres undefined)	3	-1	2
45	OCc1nnn(-c2cccc(C(F)(F)F)c2)c1CO	-12	6	7
46	CCCN(CCC)S(=O)(=O)c1ccc(C(=O)Nc2nnc(-c3cc(OC)cc(OC)c3)o2)cc1	-10	1	2
47	COc1ccc([N+](=O)[O-])cc1N(CC(O)Cn1nnc2ccccc21)S(=O)(=O)c1ccc(C)cc1 (centres undefined)	5	1	3
48	COC(=O)Cn1c(=O)sc2ccccc21	-1	3	11
49	COc1ccc(CC(=O)NC2CCN(CC(=O)N3CCCc4ccccc43)CC2)cc1OC	-7	1	10
50	CC(NC(=O)c1cccs1)C(c1cccs1)N1CCOCC1 (centres undefined)	-20	-1	8

# The closing four entries of the part before are carried over, then new ones follow.
entry	smiles	C2C12 statin	Cneo AK release	PGC1a acetyl inh
47	COc1ccc([N+](=O)[O-])cc1N(CC(O)Cn1nnc2ccccc21)S(=O)(=O)c1ccc(C)cc1 (centres undefined)	5	1	3
48	COC(=O)Cn1c(=O)sc2ccccc21	-1	3	11
49	COc1ccc(CC(=O)NC2CCN(CC(=O)N3CCCc4ccccc43)CC2)cc1OC	-7	1	10
50	CC(NC(=O)c1cccs1)C(c1cccs1)N1CCOCC1 (centres undefined)	-20	-1	8
51	CCOC(=O)CSc1nc2ccccc2c(=O)n1CC1CCCC1	-2	-3	-5
52	c1ccc(-n2nnnc2SCc2cccc(CSc3nnnn3-c3ccccc3)n2)cc1	-12	-3	-2
53	C=CCn1c(SCC(=O)Nc2sccc2C(N)=O)nc2ccc(Cl)cc2c1=O	31	3	1
54	O=C(Nc1ccccc1NC(=O)c1ccco1)c1ccco1	5	18	-13
55	CC1(C)N=C(SCC(=O)Nc2ccccc2)C(c2ccc(Cl)cc2)=N1	-3	-3	11
56	CCCCNC(=O)c1ccc(CS(=O)(=O)c2cccc(C(F)(F)F)c2)o1	144*	-1	-11
57	N#Cc1nc(COc2ccccc2)oc1N1CCN(c2cccc(Cl)c2)CC1	-2	3	-1
58	Cc1nc2oc3c(NCc4ccccc4)ncnc3c2c2c1COC(C)(C)C2	4	1	-7
59	N#Cc1nc(-c2ccccc2Cl)oc1N1CCOCC1	-5	-3	-13
60	COC(=O)c1ccc(CSc2nnnn2-c2ccccc2)o1	4	-9	-5
61	CC1(C)Cc2nc3oc4c(N(CCO)Cc5ccccc5)ncnc4c3cc2CO1	-10	0	-1
62	O=C(Nc1ccc(N2CCCCC2)cc1)c1cccnc1Cl	-28	-3	-17
63	COc1cccc(Oc2cn[nH]c2-c2ccc(OC)cc2O)c1	-14	-2	-24
64	COC(=O)C1=C(C)NC(C)=C(C(=O)OC)C1C1CC=CCC1 (centres undefined)	123*	0	3
65	Cc1c(C(=O)Nc2ccc(Cl)cn2)oc2ccccc12	86*	-2	-2
66	Cc1cccc(NC(=S)NC(=O)CCc2ccccc2)c1C	-43	22	-9
67	CC(=O)c1cc(CC=C(C)C)c(O)c(CC=C(C)C)c1O	-4	0	-8
68	COc1ccc(OC)c(S(=O)(=O)N2CCC(C(=O)Nc3cc(C)ccc3C)CC2)c1	59	2	-8
69	CCCOC(=O)C1[C@H]2C(=O)N(Cc3ccco3)C[C@]23C=C[C@H]1O3 (some centres undefined)	4	-1	2
70	CCc1ccc2oc(-c3cc(N)ccc3O)nc2c1	-16	-4	-7
71	CC1CN(Cc2nc3c(c(=O)n(C)c(=O)n3C)n2CC(=O)c2ccccc2)CC(C)O1 (centres undefined)	4	0	6
72	CC(C)(C)OC(=O)[C@H](CCCCN)NC(=O)c1[nH]cnc1C(=O)N[C@@H](Cc1ccccc1)C(=O)OCc1ccccc1	14	0	0
73	CC1(C)OC(=O)C(=CNn2cnc3ccccc3c2=O)C(=O)O1	-9	3	6
74	O=[N+]([O-])c1cc(-n2cnnn2)ccc1N1CCC(Cc2ccccc2)CC1	-1	-3	-33
75	CCn1nnnc1SCC(=O)NCc1ccco1	5	0	6

# As entered above.
# In C2C12 statin, entry 64 is entered as 123*
# In PGC1a acetyl inh, entry 62 is entered as -17

# Returning to the listing, starting two compounds before the break.
entry	smiles	C2C12 statin	Cneo AK release	PGC1a acetyl inh
74	O=[N+]([O-])c1cc(-n2cnnn2)ccc1N1CCC(Cc2ccccc2)CC1	-1	-3	-33
75	CCn1nnnc1SCC(=O)NCc1ccco1	5	0	6
76	COc1ccc2nc(N3CCC(O)CC3)c(C#N)cc2c1	19	-2	4
77	Cc1nc(NCC2CCCO2)nc2c1C(=O)CC(C)C2 (centres undefined)	8	8	2
78	CCOC(=O)c1cnc(-n2nc(C)cc2C)nc1NCCO	0	0	2
79	CCCCOC(=O)c1ccc(NC(=O)C(=O)NCC2CCCO2)cc1 (centres undefined)	14	-2	1
80	S=C(NCCc1ccc(Cl)cc1)NCc1ccccc1	-10	114*	-3
81	COc1ccc(CNc2oc(COc3ccccc3)nc2C#N)cc1	-9	2	-10
82	O=C(Nc1nc2ccc(Cl)cc2s1)c1ccc(Br)o1	-3	-1	-4
83	COc1ccccc1-c1ccc(Nc2ccc(C(=O)N3CCOCC3)cc2)nn1	-19	1	19
84	O=C(c1ccc(F)cc1)N(Cc1ccccc1)C1CCS(=O)(=O)C1 (centres undefined)	-5	-8	-16
85	O=C1CCCC2=C1C(c1ccco1)Nc1ccc3ccccc3c12 (centres undefined)	95*	-2	5
86	COc1ccc(OCc2nnc(SCC(=O)N3c4ccccc4Sc4ccc(Cl)cc43)o2)cc1	-9	1	8
87	CCOC(=O)/C=c1\s/c(=C(\C#N)C(=O)NC)n(-c2ccccc2)c1=O	19	-2	6
88	Clc1cc(Sc2ccc(Br)cc2)nnc1-c1ccccc1	12	1	-12
89	COC(=O)c1ccc(C2C(C#N)=C(N)Oc3cc(C)n(C)c(=O)c32)cc1 (centres undefined)	-1	-1	7
90	C=CCN(CC=C)S(=O)(=O)c1ccc(F)cc1	-11	-3	-9
91	O=C(CCNc1cccc(C(F)(F)F)c1)c1ccco1	-4	-1	4
92	C/C(=N\NC(=O)c1c(Cl)cnn1C)c1cccc(NC(=O)COc2ccccc2)c1	60	-2	-5
93	O=S(=O)(c1ccc(-c2csc(=Nc3ccccc3)n2CCCN2CCOCC2)cc1)N1CCOCC1	-9	0	5
94	CCN1CCN(C(c2cccs2)C(C)NC(=O)c2c(F)cccc2F)CC1 (centres undefined)	4	-3	-2
95	O=C(CCN1C(=O)C2C3C=CC(C3)C2C1=O)NCCc1ccccc1 (centres undefined)	3	-3	-2
96	CN1C(=O)C(CC(N)=O)N(NC(=O)c2ccc(Cl)cc2)C1=S (centres undefined)	2	-2	1
97	C=CCNc1nc(-c2ccc(OC)cc2OC)cs1	8	-1	3
98	C/C(=N/NC(=O)Cc1cccc2ccccc12)c1cccs1	-9	1	6
99	COCCn1c(SCC(=O)Nc2ccc3c(c2)OCCO3)nnc1-c1c[nH]c2ccccc12	7	-2	3
100	O=C(CSC1=NCCN1)C1COc2ccccc2O1 (centres undefined)	0	5	4

# Next structures follow:
entry	smiles	C2C12 statin	Cneo AK release	PGC1a acetyl inh
101	O=C(COC(=O)CCC(=O)c1ccc(F)cc1)Nc1ccc(N2CCOCC2)cc1	22	-2	22
102	COc1ccc(OC)c(Nc2ncnc3ccccc23)c1	-4	-2	12
103	COc1ccc(C(=O)OCC(=O)Nc2ccc(F)cc2F)cc1OC	7	1	-12
104	CCOC(=O)C1=C(Nc2cccc(Cl)c2)OCC1=O	3	4	4
105	O=C(CN1CCN(c2ccccn2)CC1)NC1CCCC1	-1	-3	-7
106	O=C1CN(S(=O)(=O)c2ccccc2)CC(=O)N1CCc1ccccc1	15	-1	-15
107	N#CC1=C(C=Nc2ccccc2O)CCC1	6	0	-1
108	CC1(C)CC(=O)c2cc(C(=O)NCc3ccco3)c(=O)n(-c3ccc(Cl)cc3)c2C1	0	-1	1

# These rows are one share of the data; the hit share may differ from the screen's.
